DT40 TDP1 no CPT – qHTS for Inhibitors of human tyrosyl-DNA phosphodiesterase 1 (TDP1): qHTS in cells in absence of CPT. Potency, µM (doses to about 46.2 µM), for the others: top-dose activity change, negative = growth inhibition, usual class: inhibitors. AID 686978, 2013. hit rate 15% among 420,000. DT40 Tdp1-/- hTDP1 cells, no CPT, ATP luminescence, 48 h; note: nearly all actives have a fitted effect of over 55% in size
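DT40 Tdp1-/-;hTDP1 cells, no CPT (DMSO vehicle only), 400 cells/well; compounds pin-transferred; ≥48 hr, 37 °C; CellTiter-Glo 30 min RT dark, luminescence read.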
TDP1 inh – inhibitors of human tyrosyl-DNA phosphodiesterase TDP1 | hit rate 0.28% among 350,000 | recombinant TDP1, AlphaScreen DNA substrate cleavage | Potency, µM (series often up to 130 µM), without a hit: at the top dose activity change, negative = inhibition, actives largely listed as inhibitors | Q9NUW8; note: nearly all actives have a fitted effect of over 40% in size
Target sequence (Q9NUW8 whole entry, looked up): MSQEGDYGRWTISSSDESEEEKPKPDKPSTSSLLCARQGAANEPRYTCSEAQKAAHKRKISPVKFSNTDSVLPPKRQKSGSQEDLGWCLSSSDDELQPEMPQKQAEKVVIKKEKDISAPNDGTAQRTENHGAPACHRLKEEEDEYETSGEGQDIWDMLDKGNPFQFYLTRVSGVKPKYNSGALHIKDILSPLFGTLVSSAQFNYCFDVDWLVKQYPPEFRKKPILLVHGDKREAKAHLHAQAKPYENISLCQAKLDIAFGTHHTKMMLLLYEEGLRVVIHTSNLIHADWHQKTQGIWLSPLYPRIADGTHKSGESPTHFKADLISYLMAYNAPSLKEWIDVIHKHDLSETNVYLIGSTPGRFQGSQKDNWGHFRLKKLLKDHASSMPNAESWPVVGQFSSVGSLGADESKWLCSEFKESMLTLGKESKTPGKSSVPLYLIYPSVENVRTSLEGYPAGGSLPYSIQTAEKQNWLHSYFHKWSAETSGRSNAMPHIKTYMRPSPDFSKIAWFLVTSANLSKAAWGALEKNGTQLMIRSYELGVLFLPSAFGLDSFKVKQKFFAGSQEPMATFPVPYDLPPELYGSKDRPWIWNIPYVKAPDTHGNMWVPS
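Compounds were preincubated with Tdp1 (1 nM final) for 15 min at room temperature before substrate (15 nM final) started a 5 min reaction; beads (10 ug/ml final) were then added for 10 min before AlphaScreen detection.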
N370S GC – N370S glucocerebrosidase modulation, Gaucher chaperone candidate | Potency, µM (series often up to 59.4 µM), without a hit: at the top dose activity change, negative = inhibition, most hits filed as inhibitors | hit rate 0.092% among 330,000 | N370S GC spleen homogenate, 4MU-glucoside fluorescence | P04062;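 note: 0% = full enzyme activity and -100% = no enzyme basal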
The depositor's hits bear a star; & = joins results of further samples; [ ] = remark or other dose. Calls come from the whole dose curve; as a rule, active = well fitted curve in the direction sought with a large enough effect; inconclusive = small, poorly fitted or top-dose-only effect, or another doubt; inactive = no such curve, though single readings can be large; an effect the other way counts as inactive or inconclusive. Unless noted, % is set by controls: 0 for no effect and ±100 for the full control effect; potency is the fitted concentration of half-maximal effect.

How did CCN(CC(=O)Nc1ccc(OC)cc1)C(=O)c1ccc2c(c1)NC(=O)C(C)S2 (stereo not given) do in these assays?
DT40 TDP1 no CPT: -18%; N370S GC: -18%

How did CCOc1ccc(-n2c(-c3ccccc3)nnc2-c2ccccc2)cc1 do in these assays?
DT40 TDP1 no CPT: inconclusive; TDP1 inh: 0%; N370S GC: -27%

What do the screens show for `CC1N=C2c3ccccc3N=C(SCC(=O)NCc3ccc(Cl)cc3)N2C1=O` (stereo not given)?
DT40 TDP1 no CPT: inconclusive; TDP1 inh: 1%

What do the screens show for `Cc1ccc(C2(C)NC(=O)N(CC(=O)N(Cc3ccccc3)C(C)(C)C)C2=O)cc1` (stereo not given)?
DT40 TDP1 no CPT: inconclusive; N370S GC: -6%

How did CCC(CC)C(=O)Nc1nnc(CCc2ccccc2)s1 do in these assays?
DT40 TDP1 no CPT: -19%; N370S GC: 2%

How did CC(=O)c1ccc(NC(=O)c2noc3c2CSc2ccccc2-3)cc1 do in these assays?
DT40 TDP1 no CPT: 9.2µM*; TDP1 inh: 0%

How did CCCCn1c(SCC(=O)O)nc2ccccc21 do in these assays?
DT40 TDP1 no CPT: 1%; TDP1 inh: -3%; N370S GC: 1%

Results for CCN(Cc1ccccc1)S(=O)(=O)c1ccc(C(=O)N(CCCN(C)C)c2nc3c(C)c(C)ccc3s2)cc1 ?
DT40 TDP1 no CPT: 16µM*; TDP1 inh: 6%; N370S GC: inconclusive

Results for Cc1ccc(C)c(CSCc2nc3ccccc3[nH]2)c1 ?
DT40 TDP1 no CPT: inconclusive; N370S GC: 2%

Results for O=C(CSc1nc2ccsc2c(=O)n1Cc1ccc(F)cc1)NCc1ccc(Cl)cc1 ?
DT40 TDP1 no CPT: -23%; TDP1 inh: 3%

What do the screens show for `COc1ccc(NC(=O)Nc2ccc(F)cc2)cn1`?
DT40 TDP1 no CPT: 7.3µM*; N370S GC: -8%

Results for Cc1cccc(CC(C)NC(=O)c2cc(COc3ccc(F)cc3F)on2)n1 (stereo not given) ?
DT40 TDP1 no CPT: inconclusive; TDP1 inh: 1%; N370S GC: -7%

How did C=CCN(C(=O)Cn1nnc2ccccc21)C(C(=O)NCCOC)c1ccc(OC)cc1OC (stereo not given) do in these assays?
DT40 TDP1 no CPT: -3%; TDP1 inh: 8%; N370S GC: 9%

How did CC(C)(NC(=O)c1ccccc1)c1nc2ccccc2s1 do in these assays?
DT40 TDP1 no CPT: -9%; TDP1 inh: 1%; N370S GC: -1%

How did O=C(O)CC(CC(=O)Nc1ccc(Oc2ccccc2)cc1)c1ccccc1 (stereo not given) do in these assays?
DT40 TDP1 no CPT: -4%; TDP1 inh: 6%; N370S GC: 0%

Fetched one by one from the entries so far, 7 records:
Results for O=C(CSc1nc2ccsc2c(=O)n1Cc1ccc(F)cc1)NCc1ccc(Cl)cc1 ?
DT40 TDP1 no CPT: -23%; TDP1 inh: 3%

How did O=C(O)CC(CC(=O)Nc1ccc(Oc2ccccc2)cc1)c1ccccc1 (stereo not given) do in these assays?
DT40 TDP1 no CPT: -4%; TDP1 inh: 6%; N370S GC: 0%

How did CCOc1ccc(-n2c(-c3ccccc3)nnc2-c2ccccc2)cc1 do in these assays?
DT40 TDP1 no CPT: inconclusive; TDP1 inh: 0%; N370S GC: -27%

What do the screens show for `Cc1ccc(C2(C)NC(=O)N(CC(=O)N(Cc3ccccc3)C(C)(C)C)C2=O)cc1` (stereo not given)?
DT40 TDP1 no CPT: inconclusive; N370S GC: -6%

Results for CCN(Cc1ccccc1)S(=O)(=O)c1ccc(C(=O)N(CCCN(C)C)c2nc3c(C)c(C)ccc3s2)cc1 ?
DT40 TDP1 no CPT: 16µM*; TDP1 inh: 6%; N370S GC: inconclusive

How did CCCCn1c(SCC(=O)O)nc2ccccc21 do in these assays?
DT40 TDP1 no CPT: 1%; TDP1 inh: -3%; N370S GC: 1%

How did CCN(CC(=O)Nc1ccc(OC)cc1)C(=O)c1ccc2c(c1)NC(=O)C(C)S2 (stereo not given) do in these assays?
DT40 TDP1 no CPT: -18%; N370S GC: -18%

(further entries)
How did O=C(COC(=O)CCC(=O)c1cccs1)Nc1cc(S(=O)(=O)N2CCOCC2)ccc1Cl do in these assays?
DT40 TDP1 no CPT: 11%; TDP1 inh: -1%; N370S GC: 8%

How did CCCCN(C(=O)C1=COCCO1)c1c(N)n(CCCC)c(=O)[nH]c1=O do in these assays?
DT40 TDP1 no CPT: 1%; N370S GC: -6%

Results for Cc1nnc(SCC(=O)N(C)C2CCCCC2)n1C ?
DT40 TDP1 no CPT: -5%; TDP1 inh: 0%

Results for Cc1[nH][nH]c(=O)c1N=Nc1ccc(F)cc1 ?
DT40 TDP1 no CPT: 4%; N370S GC: inconclusive

Results for CCOc1ccc(CN(C)CC(=O)c2c(N)n(Cc3ccccc3)c(=O)n(CC)c2=O)cc1OC ?
DT40 TDP1 no CPT: -40%; TDP1 inh: 1%; N370S GC: 1%

How did COc1ccc(Cl)cc1NC(=O)CN(C)C(=O)c1ccc2c(c1)OCCO2 do in these assays?
DT40 TDP1 no CPT: inconclusive; TDP1 inh: -10%; N370S GC: 3%

How did NC(=O)c1ccc(N2CCCCCC2)c([N+](=O)[O-])c1 do in these assays?
DT40 TDP1 no CPT: -28%; TDP1 inh: 7%; N370S GC: -5%

What do the screens show for `COc1cc(C(=S)N2CCCC2)ccc1OC(=O)c1ccc(Cl)cc1[N+](=O)[O-]`?
DT40 TDP1 no CPT: inconclusive; TDP1 inh: 10%; N370S GC: -27%[12.8 µM]

How did O=C(CNc1cccc(S(=O)(=O)N2CCOCC2)c1)Nc1ccc(C(F)(F)F)cc1 do in these assays?
DT40 TDP1 no CPT: 16µM*; TDP1 inh: 4%; N370S GC: 4%

Results for CC(C)Oc1ccc(CNC(=O)c2sc3ncccc3c2-n2cccc2)cc1 ?
DT40 TDP1 no CPT: 18µM*; TDP1 inh: 5%

How did O=C1Nc2ccc([N+](=O)[O-])cc2OC1CCN1CCOCC1 (stereo not given) do in these assays?
DT40 TDP1 no CPT: -16%; TDP1 inh: 0%; N370S GC: -3%

How did CCC1Oc2ccc(C)cc2N(CC(=O)NCCCN2CCCCC2C)C1=O (stereo not given) do in these assays?
DT40 TDP1 no CPT: 22%; TDP1 inh: 5%; N370S GC: -5%

How did Cc1cccc(NC(=S)NNC(=O)c2csc3c2CCC(C)C3)c1 (stereo not given) do in these assays?
DT40 TDP1 no CPT: -24%; TDP1 inh: 12%; N370S GC: 30%

Results for CCc1ccc(NC(=O)CCc2c(C)nc3nc(-c4cc(OC)cc(OC)c4)nn3c2C)cc1 ?
DT40 TDP1 no CPT: 4%; TDP1 inh: 2%

What do the screens show for `Nc1nnc(SCC(=O)c2ccc([N+](=O)[O-])cc2)s1`?
DT40 TDP1 no CPT: -16%; TDP1 inh: -1%; N370S GC: -3%

How did COC(=O)/C=C/c1cnc[nH]1 do in these assays?
DT40 TDP1 no CPT: -7%; N370S GC: 3%

Results for Cc1c2c(n3c(nc4ccccc43)c1C#N)N(CCCN(C)C)CC2 ?
DT40 TDP1 no CPT: inconclusive; TDP1 inh: -3%; N370S GC: inconclusive

What do the screens show for `CCn1c(=O)[nH]c(=O)c2c(N)c(C(=O)c3ccccc3OC)sc21`?
DT40 TDP1 no CPT: -26%; TDP1 inh: -6%; N370S GC: 6%

Results for Cc1ccc(S(=O)(=O)CCC(=O)OCc2ccccc2)cc1 ?
DT40 TDP1 no CPT: 16%; TDP1 inh: 3%; N370S GC: 12%

What do the screens show for `CCOC(=O)C1(CC/C(C)=N\NC(N)=O)CC(C)(C)OC1=O` (stereo not given)?
DT40 TDP1 no CPT: 2%; TDP1 inh: 3%; N370S GC: 0%

Results for Cc1ccc(NC(=O)c2cc(S(=O)(=O)N(C)C3CCCCC3)ccc2F)cc1C ?
DT40 TDP1 no CPT: 18µM*; TDP1 inh: -3%

What do the screens show for `Cc1cc(O)c(C2(C(F)(F)F)NCCNC2=O)cc1C` (stereo not given)?
DT40 TDP1 no CPT: -12%; TDP1 inh: 8%; N370S GC: -3%

What do the screens show for `CCN(Cc1ccccc1)C(=O)CN1C(=O)COc2ccc(S(=O)(=O)N3CCOCC3)cc21`?
DT40 TDP1 no CPT: -26%; TDP1 inh: 0%

Results for CN(C)c1cccc(NC(=O)c2cccc3ccccc23)c1 ?
DT40 TDP1 no CPT: inconclusive; N370S GC: -10%

How did COc1cc(OC)cc(C(=O)NNC(=O)CNC(=O)c2ccc(Br)o2)c1 do in these assays?
DT40 TDP1 no CPT: -2%; TDP1 inh: 4%; N370S GC: -3%

How did CC1(C)Oc2ccc3ccc(=O)oc3c2C(/C=N/O)=C1Cl do in these assays?
DT40 TDP1 no CPT: 0%; N370S GC: -1%

How did CN(C(=O)C(C)(C)C)c1ccc(OCC(=O)N2CCc3ccccc3C2)cc1 do in these assays?
DT40 TDP1 no CPT: 16µM*; N370S GC: -5%

How did COc1ccc(-c2cn(-c3cccc(C)c3)c(=O)[nH]2)cc1OC do in these assays?
DT40 TDP1 no CPT: inconclusive; TDP1 inh: 0%; N370S GC: -3%

Results for COc1ccc(NC(=O)c2ccc(C(=O)Nc3ccc(OC)cc3OC)cc2)c(OC)c1 ?
DT40 TDP1 no CPT: -19%; TDP1 inh: 1%; N370S GC: 2%

How did CCCCONc1ncnc2nonc12 do in these assays?
DT40 TDP1 no CPT: -21%; TDP1 inh: 3%; N370S GC: 14%

How did CC(=O)NC(=S)Nc1cccc2c(C)cc(C)nc12 do in these assays?
DT40 TDP1 no CPT: -10%; TDP1 inh: -5%; N370S GC: 6%

Results for CCCCc1nnc(NC(=O)CN(C)S(=O)(=O)c2ccc(C)cc2)s1 ?
DT40 TDP1 no CPT: 6%; TDP1 inh: 1%; N370S GC: 5%

Results for COc1ccc(CCNC(=O)CN(c2ccccc2OC)S(C)(=O)=O)cc1 ?
DT40 TDP1 no CPT: -2%; TDP1 inh: -4%; N370S GC: 5%

How did CCCCNCc1cccn1-c1ccccc1 do in these assays?
DT40 TDP1 no CPT: -19%; TDP1 inh: -4%; N370S GC: 3%

How did CCOC(=O)C1(CC2CCCCO2)CCN(C(=O)Nc2ccc(C)c(C)c2)CC1 (stereo not given) do in these assays?
DT40 TDP1 no CPT: -1%; N370S GC: 13%

Results for CCOc1ccccc1NC(=O)NCCN1CCCCC1 ?
DT40 TDP1 no CPT: 0%; TDP1 inh: 2%; N370S GC: -8%

How did COCCn1c(=O)c(-c2ccc(Cl)cc2)nc2cnc(OCc3ccccc3)nc21 do in these assays?
DT40 TDP1 no CPT: 22%; N370S GC: 7%

How did Cc1ccc(C(=O)Cc2nnc(C)s2)cc1 do in these assays?
DT40 TDP1 no CPT: inconclusive; TDP1 inh: 0%; N370S GC: 8%

How did COc1cccc(Cn2cccc(NC(=O)NC3CCCCC3)c2=O)c1 do in these assays?
DT40 TDP1 no CPT: -27%; TDP1 inh: 5%; N370S GC: 4%

Results for COc1ccc(NC(=O)CSc2n[nH]c(N)n2)c([N+](=O)[O-])c1 ?
DT40 TDP1 no CPT: -4%; TDP1 inh: 9%; N370S GC: -8%

How did O=C(Nc1cccc(C(=O)N2CCN(c3ccccc3F)CC2)c1)c1nsc2ccccc12 do in these assays?
DT40 TDP1 no CPT: inconclusive; TDP1 inh: 8%

Results for CC(C)c1nc2ccc(C(=O)NCCCN3CCN(c4ccc(F)cc4)CC3)cc2o1 ?
DT40 TDP1 no CPT: inconclusive; TDP1 inh: 8%

Results for Nc1ccc(CCNc2ncnc3c2ncn3C2OC(CO)C(O)C2O)cc1 (stereo not given) ?
DT40 TDP1 no CPT: -25%; TDP1 inh: -1%[56.1 µM]; N370S GC: 4%&-26%

What do the screens show for `O=C(NCc1ccccn1)Nc1ccc(F)c(Cl)c1`?
DT40 TDP1 no CPT: -13%; TDP1 inh: 1%; N370S GC: -6%

What do the screens show for `O=c1cc(CO)oc(CN2CCN(c3ccccc3F)CC2)c1O`?
DT40 TDP1 no CPT: -2%; TDP1 inh: 8%; N370S GC: -2%

Results for O=C(/C=C/c1cccc(F)c1)NC1CC1 ?
DT40 TDP1 no CPT: -25%; TDP1 inh: -2%

Results for CCOC(=O)c1cc(-c2ccc(F)cc2)n(CC(=O)NC(C)CC)c1C (stereo not given) ?
DT40 TDP1 no CPT: inconclusive; TDP1 inh: 1%; N370S GC: -7%

How did CC/C(=N\NC(=O)CCC(=O)NCc1ccccc1)c1ccc(O)cc1 do in these assays?
DT40 TDP1 no CPT: 4.1µM*; TDP1 inh: -4%; N370S GC: 0%

Reprinted from the entries so far (3 entries):
How did CCC1Oc2ccc(C)cc2N(CC(=O)NCCCN2CCCCC2C)C1=O (stereo not given) do in these assays?
DT40 TDP1 no CPT: 22%; TDP1 inh: 5%; N370S GC: -5%

How did Cc1cccc(NC(=S)NNC(=O)c2csc3c2CCC(C)C3)c1 (stereo not given) do in these assays?
DT40 TDP1 no CPT: -24%; TDP1 inh: 12%; N370S GC: 30%

Results for CCc1ccc(NC(=O)CCc2c(C)nc3nc(-c4cc(OC)cc(OC)c4)nn3c2C)cc1 ?
DT40 TDP1 no CPT: 4%; TDP1 inh: 2%

Bioassay records: PubChem, National Center for Advancing Translational Sciences (NCATS)

An excerpt (hit frequency here may not be typical).
